# Cardio protect: myocardial damage modulation in H9c2 cells. AID 588492. H9c2 cardiomyocytes, H2O2 injury protection, ATPLite, 2 h. protection from H2O2 cell death, % at 20 µM. hit rate 0.63% among 360,000;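 active means compounds giving at least 50% protection of heart cells from peroxide-induced death in the single-dose screen, raw or plate-pattern-corrected value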;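 further: 0% = DMSO wells with peroxide and 100% = DMSO wells without peroxide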
# Vif imaging: blocks HIV Vif function; HEK293T cells, Vif self-association by quenched fluorescence, imaging, 24 h; inhibition, % at 7.49 µM; hit rate 0.35% among 340,000; in the data active means inhibition above about 50%, passing the limit was not always enough; inconclusive means no clear call, values can overlap the other calls; inactive means below about 31%; further: some results filed as inactive read as strong as hits
# aDG glyco up: alpha-DG glycosylation activation | activation, % at 10 µM | Pro5-aDG cells, alpha-DG glycosylation AlphaScreen (IIH6); 0% Pro5, 100% B10-LARGE cell signal | hit rate 0.22% among 360,000;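 active means activation of at least 8% versus controls, or a plate z-score of at least 8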;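 further: Pro5 are CHO cells carrying HIG-tagged alpha-DG that lacks glycosylation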
# PDI turbidity: PDI (human) enzyme inhibition; hit rate 0.052% among 350,000; AID 588391; PDI insulin aggregation turbidity, A650, 90 min; inhibition, % at 10 µM;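 active means mean inhibition across replicates of 30% or more, whatever share of single replicates reach that level; inconclusive means mean inhibition below 30% while every single replicate reaches 30%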;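 further: absorbance from insulin aggregation driven by PDI reduction with DTT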
# m5-HT2A agonist: mouse HTR2A agonism via beta-arrestin recruitment; P35363; CHO-K1 mHTR2A beta-arrestin complementation, luminescence; percent of 30 µM serotonin response; activation, % at 7.6 µM; hit rate 0.66% among 360,000;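 active means activation above a run cutoff, the mean activation of all tested compounds plus 3 SD, cut at about 14% in these data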;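 further: 0% = plate median of compound wells and 100% = 30 µM serotonin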
# Target sequence (P35363 whole entry, looked up): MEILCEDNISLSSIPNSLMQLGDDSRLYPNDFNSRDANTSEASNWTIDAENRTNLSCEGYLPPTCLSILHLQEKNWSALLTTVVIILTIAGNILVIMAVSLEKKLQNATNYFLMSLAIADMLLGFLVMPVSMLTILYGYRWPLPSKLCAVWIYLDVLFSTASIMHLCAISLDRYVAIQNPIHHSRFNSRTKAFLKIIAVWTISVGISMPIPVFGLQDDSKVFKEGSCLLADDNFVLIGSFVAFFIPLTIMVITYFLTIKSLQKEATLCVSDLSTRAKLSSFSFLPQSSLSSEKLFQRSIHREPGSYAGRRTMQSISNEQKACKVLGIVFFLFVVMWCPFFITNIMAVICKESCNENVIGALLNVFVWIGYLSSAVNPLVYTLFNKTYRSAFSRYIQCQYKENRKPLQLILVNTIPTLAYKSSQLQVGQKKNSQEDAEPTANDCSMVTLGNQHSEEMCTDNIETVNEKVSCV
# N-glyco inh: blocks N-linked glycosylation in D54 reporter cells; hit rate 0.23% among 360,000; D54 ERlucT glycosylation luciferase reporter, 24 h; percent of 100 nM tunicamycin response; reporter increase, % at 12.5 µM;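 active means mean luciferase reporter signal, scaled so untreated is 0 and the glycosylation-blocking control 100, at or above a set limit in every replicate; inconclusive means mean reaches the limit but not every replicate does; inactive means mean below the limit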;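 further: luciferase carries N-glycosylation sites so blocking glycosylation raises the light; 0% = median of neutral control wells and 100% = median of 100 nM tunicamycin wells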
# ABCB6 inh 2: blocks the human ABCB6 transporter. Q9NP58. K562-ABCB6 porphyrin accumulation, flow cytometry, 1 h; stronger effect = lower value. fluorescence ratio to DMSO, % at 10 µM. hit rate 0.19% among 360,000;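 active means fluorescence ratio to DMSO below 75%, the collection mean minus 3 SD; inconclusive means too few cells collected in the well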;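 further: signal is porphyrin accumulated inside mitochondria; 100% equals median channel fluorescence of DMSO control wells; lower ratio means ABCB6 inhibition with less porphyrin fluorescence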
# MC4R barr agon: activates human MC4R beta-arrestin recruitment; P32245; activation, % at 8.9 µM; AID 540308; hit rate 0.98% among 360,000; U2OS MC4R beta-arrestin complementation, luminescence; percent of melanotan II response, DMSO zero;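 active means activation above a per-plate cutoff, the mean activation of sample wells on that plate plus 3 SD, cut at about 8% in these data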
# Target sequence (P32245 whole entry, looked up): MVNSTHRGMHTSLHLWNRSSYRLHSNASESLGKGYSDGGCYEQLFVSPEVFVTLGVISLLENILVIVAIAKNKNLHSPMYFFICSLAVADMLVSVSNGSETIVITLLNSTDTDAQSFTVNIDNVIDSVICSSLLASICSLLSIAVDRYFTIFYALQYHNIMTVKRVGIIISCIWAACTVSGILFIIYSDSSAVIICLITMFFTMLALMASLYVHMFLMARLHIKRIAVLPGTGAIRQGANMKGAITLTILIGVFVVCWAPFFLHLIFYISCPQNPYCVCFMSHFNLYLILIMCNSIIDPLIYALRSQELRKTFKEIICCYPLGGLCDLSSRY
# MC4R antagonist: human MC4R antagonism in cAMP assay; P32245; MC4R-expressing cells, MTII-stimulated cAMP, LANCE TR-FRET; inhibition, % at 6.5 µM; hit rate 0.48% among 360,000; AID 540295;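 active means inhibition above its plate's cutoff, the mean of tested wells on that plate plus 3 SD, cut at about 29% in these data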;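 further: 0% = Melanotan II alone and 100% = Melanotan II plus saturating MCL0020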
#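 Assay system: human MC4R-expressing U2OS cells; reagent: Melanotan II stimulation of cells; dosing: 6.5 µM single dose; timing: compound 30 min, challenge 1 h, detection 1 h; signal: TR-FRET cAMP assay; replicates: one well per compound, no replicates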
# CaV13 ICDI inh: Disruptors of the CACNA1D IQ motif to Ca2+-dependent inactivation inhibitor domain association, primary screening, Förster resonance energy transfer in intact living …; HEK cells, CFP/YFP FRET ICDI-IQ, plate reader, 10 min; percent FRET-ratio fall versus neutral wells; inhibition, % at 12.3 µM; hit rate 0.098% among 340,000;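 active means mean replicate inhibition of at least 30% and at least 1% of replicates passing that level; inconclusive means only one of the two criteria is met; inactive means neither criterion is met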;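 further: 0% = median of the neutral control wells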
# * = called active by the depositor; i = inactive; ? = inconclusive; . = not tested or not shown. Hits appear at their usual frequency; any-hit rate near 3.6%.
Molecule,Cardio protect,Vif imaging,aDG glyco up,PDI turbidity,m5-HT2A agonist,N-glyco inh,ABCB6 inh 2,MC4R barr agon,MC4R antagonist,CaV13 ICDI inh
Cc1c(NS(=O)(=O)c2ccc(C(=O)N(C)Cc3cccc(Cl)c3Cl)cc2)c(=O)n(-c2ccccc2)n1C,9,30,-0.1,2,-4,-1,95,0.1,4,-2
COc1ccc(S(=O)(=O)N(C)c2ccc(C(=O)NCCC(C)C)cc2)cc1,-6,0,-0.5,3,0,-2,96,1.2,-5,-7
CC(=O)NC(Cc1cccc(C)c1)C(=O)NC1CCN(C(=O)NCc2ccccc2)CC1 (stereo not drawn),0,14,0.0,-2,-6,-1,98,1.7,12,-2
CC(C)NS(=O)(=O)c1ccc(NC(=O)C(C)OC(=O)CCC(=O)c2cccs2)cc1 (stereo not drawn),-10,-1,0.0,2,7,-1,94,-1.2,6,-3
COc1cccc(/C(C)=N/N=C(\C)c2cccc(OC)c2)c1,-9,-6,0.0,-3,0,1,118,-0.4,10,-4
Cc1c2cnn(CC(=O)Nc3cccc(C(F)(F)F)c3)c(=O)c2c(C)n1Cc1ccccc1F,-6,-2,-0.1,4,2,2,102,0.2,13,-3
CC(Oc1cccc(Br)c1)C(=O)NNC(=O)c1ccccn1 (stereo not drawn),79*,.,1.9,-2,-13,-1,100,-3.7,7,.
NNC(=O)CCc1ccc(S(=O)(=O)N2CCOCC2)cc1,2,-2,0.0,-1,-4,2,100,0.0,16,-2
O=C(O)CC(Cc1ccc(Cl)cc1)C(=O)Nc1ccccc1 (stereo not drawn),4,-3,0.0,1,0,2,105,-0.3,-2,-1
O=C(CCn1cccc1)Nc1cccc(F)c1,0,-32,0.0,10,5,-2,100,-1.5,15,-4
CCN(CC)S(=O)(=O)c1cc(NC(=O)COC(=O)c2ccc(NC(=O)CC#N)cc2)ccc1C,0,-2,-0.1,5,-1,1,96,-2.4,14,-3
Cc1ccc(C(=O)N/C(=C\c2cn(-c3ccccc3)nc2-c2ccccc2)C(=O)N2CCOCC2)cc1,12,6,0.3,-2,-4,-1,104,0.6,9,-5
Cc1cc(C)cc(OCCNC(=O)CCc2ccccc2)c1,4,-3,0.0,1,-5,-2,95,-0.7,2,-20
CC(C)C(NC(=O)c1ccccc1F)C(=O)NCC(c1ccco1)N1CCCCC1 (stereo not drawn),1,-16,0.0,0,1,-1,107,1.9,2,-6
CN1/C(=C\C=C2/SC(=S)NC2=O)C(C)(C)c2ccccc21,-25,i,0.7,-5,-2,0,i,-3.2,-4,-23
C/C(=N\Nc1ccc(S(N)(=O)=O)cc1[N+](=O)[O-])c1cccnc1,0,-6,-0.1,-6,7,2,96,3.6,4,-3
COc1ccc(C=NNC(=O)c2ccccc2OCc2ccc(F)cc2)c(OC)c1,15,-6,0.1,-9,-6,23,97,3.4,16,-16
COc1ccc(NC(=S)N(CCCN2CCCC2)Cc2cccn2Cc2ccc(Cl)cc2)cc1Cl,-6,-3,0.1,0,-11,-7,93,1.6,17,-2
Cc1ccc(S(=O)(=O)CC(O)COc2ccc(C#N)cc2)cc1 (stereo not drawn),-1,11,-0.1,1,2,1,94,-2.1,4,-8
N#Cc1nc(-c2ccc(Cl)cc2)oc1NCc1cccc2c1OCO2,-14,-6,0.0,2,-6,0,89,8.5*,2,-7
O=C(Nc1ncccc1O)c1cccc(S(=O)(=O)N2CCN(c3ccc(F)cc3)CC2)c1,-6,17,0.1,4,-5,1,103,-3.0,11,-6
CC(C)(C)c1cnnn1-c1cccc([N+](=O)[O-])c1,-3,3,0.4,-6,0,1,105,-0.5,20,-4
Nc1ccccc1C(=O)NCc1ccc(Cl)cc1,4,-3,-0.3,-6,4,1,95,-0.3,-1,-5
CCCCSCCCNC(=O)c1ccc(CS(=O)(=O)c2ccccc2OC)o1,0,.,0.2,-4,2,-1,97,-2.5,3,-4
CCn1c(CC(=O)Nc2ccccc2)nnc1SCC(=O)NC1=NCCS1,0,4,-0.1,0,-7,3,101,-1.5,3,-2
O=C(COc1cccc(Br)c1)N/N=C1\CCSC1,3,7,-0.3,3,4,3,95,1.2,16,.
COc1cccc(NC(=O)NC2(C(=O)N3CCN(C)CC3)CCCCC2)c1,16,-32,-0.1,-4,-1,2,93,-1.4,8,-7
COc1cc(NC(=O)COc2cccc(C)c2C)ccc1NC(=O)c1ccco1,10,.,0.1,-11,11,0,96,5.7,6,-5
CSc1cccc(NC(=O)CN(C)S(=O)(=O)c2ccc(F)cc2)c1,-10,8,1.2,?,-2,-2,83,1.3,-7,.
Cc1nc(SCC(=O)NCC2CCCO2)c2c3c(sc2n1)CCC3 (stereo not drawn),-1,8,-0.1,9,4,1,92,-3.1,0,-6
CC(C)C(C(=O)NCC1CCCO1)N(Cc1ccco1)C(=O)CNS(=O)(=O)c1ccccc1 (stereo not drawn),0,15,-0.2,-8,-7,0,98,-0.2,13,-1
COc1ccc(/C=N/N2C(=N)SCC2=O)cc1,-10,10,0.0,-2,3,-4,96,-0.2,-7,-7
O=C(O/N=C/c1ccc2c(c1)OCO2)c1ccc([N+](=O)[O-])cc1,1,-2,-0.2,3,10,2,96,-0.3,8,-2
Cc1ccc(S(=O)(=O)NCc2ccc(C(=O)NC3CCC(C)CC3)cc2)cc1 (stereo not drawn),-4,-1,0.4,-8,-4,-4,98,0.6,9,-3
Cc1ccc(-c2csc(NC(=O)CN3C(=O)CCC3=O)n2)cc1,3,-1,-0.1,-4,-3,1,95,-3.3,-4,6
Cc1ccc2cc(CCNS(=O)(=O)c3ccc(Cl)cc3)c(=O)[nH]c2c1C,-5,13,0.2,-2,7,1,97,2.2,5,-3
O=C(Nc1ccccc1)N1CCN(c2ccccc2)CC1,5,15,0.0,1,1,-1,94,-1.6,-2,-10
Cc1ccc(-c2csc(/C(C#N)=C(\O)CCl)n2)cc1,-13,-4,0.0,6,1,-2,109,1.2,22,-5
COc1ccc(NC(=O)CCN2CC(C)OC(C)C2)c(OC)c1 (stereo not drawn),9,9,0.1,3,3,2,103,-1.3,-1,.
CC(=O)Nc1ccc(NC(=S)NC(=O)c2ccc([N+](=O)[O-])cc2)cc1,0,3,-0.2,-2,-3,2,99,0.2,-1,-5
C=CCOc1cccc(C(=O)Nc2ncn[nH]2)c1,-2,3,0.0,6,2,0,96,-1.5,3,-22
CCN(CC)CCCN1C(=O)CSC1c1ccc2c(c1)OCO2 (stereo not drawn),-9,.,-0.1,-16,-3,-1,199,-0.6,4,-1
CCN(CC)CC#CCC1(O)c2ccccc2-c2ccccc21,3,.,-0.2,17,1,-1,94,0.1,2,-10
CC(=O)c1cc(-c2ccc(F)cc2)n(CCC(=O)NC(C)(C)C)c1C,0,-2,0.3,-12,3,4,104,-0.2,12,4
CCCCC(=O)Nc1ccc(NC(=O)C2CC2)cn1,4,7,-0.1,1,-4,-2,142,-1.5,-13,-2
CCN1C(=O)/C(=C2\C=Cc3ccccc3N2CC)OC1=S,-4,-6,-0.1,11,1,1,95,-0.2,-2,-10
CCCn1c(C(C)Nc2nc(-c3ccc(C)cc3)cs2)nc2cc(Cl)c(N3CCCCC3)cc21 (stereo not drawn),-14,-10,0.3,-6,3,5,100,-2.1,0,-6
CCNC(=S)NNC(=O)C1CCCCC1,18,-5,0.0,2,4,0,93,0.8,6,.
O=C(Nc1ccc(S(=O)(=O)NC2CCCCC2)cc1)c1ccc(Br)o1,-11,-22,1.6,2,-6,-3,102,-1.4,8,-9
Cc1ccc(-c2csc(N)n2)s1,3,9,0.1,-3,-3,8,100,-2.3,5,-5
COc1ccc(C(=O)N2CCN(C3CCCCC3)CC2)c(OC)c1,1,-9,-0.2,3,-4,0,100,-1.4,19,-8
CCCCCCC(=O)N/N=C1\CCCc2ccccc21,-2,-11,0.1,-12,5,1,97,0.0,3,-2
CS(=O)(=O)c1ccc(C(=O)NCCN2C(=O)S/C(=C\c3cccnc3)C2=O)cc1[N+](=O)[O-],-17,35,0.6,0,-6,-14,101,-1.8,32*,-6
COc1cccc(C(=O)Nc2ccccc2N2CCOCC2)c1,0,-4,-0.1,-3,2,-2,98,0.3,2,-4
COc1ccc2c(c1)C(=O)CCC2c1ccccc1 (stereo not drawn),7,-2,0.0,0,0,-3,103,0.9,15,-12
COc1ccc(CN(CC2CCCO2)S(=O)(=O)c2ccc(-n3cnnn3)c(OC)c2)cc1 (stereo not drawn),-5,3,-0.4,4,1,-1,98,0.4,10,-3
O=C(C[n+]1ccc2ccccc2c1)c1ccccc1,1,-1,-0.1,4,-1,2,93,0.2,16,-16
Cc1nc(NC(=O)/C=C/c2ccccc2)sc1C(=O)Nc1cccc(Cl)c1,14,3,0.0,-6,4,-2,101,12*,0,4
Cc1cc(CN2CCC(N3CCC(C(=O)NC4CC4)CC3)CC2)cc(C)c1O,0,.,0.0,3,11,0,98,-2.0,-5,-5
COc1ccc(/C=C/C(=O)Nc2ccc(OC)nc2)cc1,-4,-6,0.1,-16,-1,-2,80,-0.5,10,5

# Later entries:
Molecule,Cardio protect,Vif imaging,aDG glyco up,PDI turbidity,m5-HT2A agonist,N-glyco inh,ABCB6 inh 2,MC4R barr agon,MC4R antagonist,CaV13 ICDI inh
CC(C)C1CCN(C(=O)C2CCC(=O)N(CCc3ccc(Cl)cc3)C2)CC1 (stereo not drawn),0,-5,0.2,-26,0,-3,102,1.5,1,-10
Cc1ccc(OCCCn2c(=O)sc3ccccc32)cc1,-14,5,-0.1,-6,-4,0,94,-0.7,-1,.
CCOC(=O)c1ccc(/C=N/O)[n+](Cc2ccccc2)c1,-1,-6,0.1,-5,-4,0,102,-1.4,2,-2
COc1cccc(N(CC(=O)NCCSc2ccc(Cl)cc2)S(C)(=O)=O)c1,-1,-8,0.0,-1,-7,-4,91,-1.9,-2,-4
COc1ccccc1NC(=O)N1CCC(C(=O)c2ccc(F)cc2)CC1,-2,-5,0.3,3,-7,3,103,-1.7,-6,-3
CCC1=CC(c2ccccc2)n2ncnc2N1 (stereo not drawn),8,-1,0.0,6,-9,2,97,-2.2,4,-6
Cc1cccc(NC(=O)COC(=O)Cc2cccc(C(F)(F)F)c2)c1C,-1,-1,-0.3,-2,-2,1,93,-1.2,-2,8
COc1ccccc1CCNC(=O)c1ccc(NC(=O)CC2SC(N3CCCCC3)=NC2=O)cc1 (stereo not drawn),6,-5,1.5,-3,-15,0,103,1.9,12,-5
